# From PubChem BioAssay
# FN deposition inh: fibronectin deposition inhibition | AH1F fibroblasts, Alexa488-fibronectin deposition fluorescence, overnight | inhibition, % at 12.6 µM | 350,000 compounds, 0.086% hits;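 active = mean inhibition across replicates of 30% or more, regardless of how many single replicates reach that level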;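 also: positive control wells lacked labelled fibronectin entirely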
#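 Material: AH1F fibroblast monolayer depositing Alexa488-labelled fibronectin into matrix / Amount: 10000 AH1F cells per well / Signal: fluorescence 485/525 nm / Medium: DMEM, 2% serum / Compound: single dose, pinned / Incubation: 1 h cell adhesion before compound, then overnight fibronectin incubation / Reagent: Alexa488-FN, 24 nM final / Read-out: inhibition of fibronectin deposition signal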
# esBAF inh: blocks esBAF chromatin remodeling in mouse ES cells; Bmi1-luciferase knock-in reporter, 24 h; 100% = twice the neutral-well signal; reporter increase, % at 12.5 µM; 350,000 compounds, 2% hits; AID 602393; in the data active = activation above about 40%;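 also: 0% = median of the plate's neutral control wells and 100% = double that signal; a rise in the Bmi1 reporter signal indicates esBAF inhibition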
# S100A4 inh HTS: S100A4-myosin IIA interaction inhibition | P26447 | S100A4/TAMRA-MyoIIA peptide fluorescence polarization | inhibition, % at 10.7 µM | 360,000 compounds, 0.14% hits | AID 652163;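 active = mean inhibition of at least 70% across replicates, with every replicate also reaching that level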
# Target sequence (P26447 whole entry, looked up): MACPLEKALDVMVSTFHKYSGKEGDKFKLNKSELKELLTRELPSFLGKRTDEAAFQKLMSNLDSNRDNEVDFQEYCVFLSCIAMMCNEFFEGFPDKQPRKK
#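 incubation = readout 5 min after mixing, signal stable up to 60 min | system = S100A4 monomer protein | buffer or medium = HEPES pH 7.2 with CaCl2, KCl, NaCl, DTT, Triton | benchmarks = neutral control DMSO, positive control TFP | also added = fluorescent myosin IIA peptide, 5 nM | compound dosing = one concentration per compound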
# RAD54 inh: blocks human RAD54 Holliday junction branch migration; 360,000 compounds, 0.14% hits; AID 602329; inhibition, % at 10.4 µM; Q92698; FAM/BHQ fluorescence;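 active = mean normalized replicate activity at least 40 and at least half of replicates scoring 40 or more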;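 also: 0% = median of neutral control wells and 100% = median of positive control wells; inhibitors cause a drop in the FAM fluorescence signal; in these data hits start at about 50%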
# RAD52 anneal inh: inhibitors of human RAD52 DNA annealing; P43351; recombinant RAD52 DNA annealing, FRET fluorescence; inhibition, % at 18.7 µM; 360,000 compounds, 0.46% hits; AID 651710;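 active = every replicate showing at least 50% inhibition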
# EWS-Fli inh: EWS/Fli transcriptional activity inhibition | AID 651661 | A673 NR0B1-luciferase reporter, viability-normalised | inhibition, % at 12.6 µM | 350,000 compounds, 0.67% hits;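 active = mean inhibition of at least 50% after viability correction, with every replicate also passing that limit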;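 also: firefly luciferase signal divided by Alamar Blue viability fluorescence both relative to DMSO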
# XiGFP reactiv: activators of X-chromosome reactivation in mouse fibroblasts. XiGFP mouse fibroblasts, % GFP-positive cells imaging, 3 d; cells co-treated with 5-aza-dC sensitizer; scaled so ellipticine positive control = 100%. activation, % at 7.58 µM. 360,000 compounds, 0.055% hits. AID 743238;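 active = mean normalized replicate activation at least 10% and every replicate at or above 10%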;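 also: 0% = median of on-plate neutral control wells and 100% = ellipticine 6 µM median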
#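 Material: XiGFP fibroblasts, SV40-immortalized; Buffer or medium: DMEM containing 5-aza-dC; Compound dosing: single point; Times: 3 days compound exposure.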
# E-sel inducer: E-selectin induction on HUVECs | HUVEC E-selectin immunofluorescence imaging; normalized: neutral wells 0, TNF-alpha wells 100 | 260,000 compounds, 0.37% hits | P16581 | activation, % at 7.58 µM;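 active = mean E-selectin-positive cell signal at least 10% of the positive control, reached in at least 60% of replicates, without over 20% cell loss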;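 also: in these data hits start at about 27%; measured in HUVEC primary endothelial cells; signal is the percent of cells scored E-selectin positive by PE staining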
# Target sequence (P16581 whole entry, looked up): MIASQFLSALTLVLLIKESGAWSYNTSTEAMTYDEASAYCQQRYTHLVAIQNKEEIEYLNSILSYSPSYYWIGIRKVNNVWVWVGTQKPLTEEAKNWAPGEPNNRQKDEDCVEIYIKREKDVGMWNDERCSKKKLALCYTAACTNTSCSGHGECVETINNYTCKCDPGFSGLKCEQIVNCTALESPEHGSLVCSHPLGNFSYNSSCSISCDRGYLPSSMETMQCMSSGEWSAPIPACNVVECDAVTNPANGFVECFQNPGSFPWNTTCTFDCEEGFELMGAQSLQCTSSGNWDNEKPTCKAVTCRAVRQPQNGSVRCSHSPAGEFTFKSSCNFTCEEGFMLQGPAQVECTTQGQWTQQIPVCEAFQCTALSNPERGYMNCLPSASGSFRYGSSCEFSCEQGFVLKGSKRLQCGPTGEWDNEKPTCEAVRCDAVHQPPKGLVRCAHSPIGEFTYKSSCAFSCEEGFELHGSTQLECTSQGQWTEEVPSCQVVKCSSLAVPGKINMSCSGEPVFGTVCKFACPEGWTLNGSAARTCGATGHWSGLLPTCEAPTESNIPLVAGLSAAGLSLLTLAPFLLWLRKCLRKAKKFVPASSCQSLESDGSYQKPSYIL
#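 Material: HUVEC primary endothelial cells; Amount: 3,000 cells per well; Dosing: single concentration; Medium: EGM-2 growth medium on 0.1% gelatin-coated wells; Read-out basis: percent E-selectin-positive cells; Signal: immunofluorescence imaging; Control set: TNF-alpha, DMSO.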
# * hit, by the source's call; . = not tested or not shown.
molecule,E-sel inducer,FN deposition inh,S100A4 inh HTS,RAD52 anneal inh,EWS-Fli inh,XiGFP reactiv,RAD54 inh,esBAF inh
CCCOc1ccc(-c2nc(SCc3ccccc3)[nH]c(=O)c2C#N)cc1OC,1.4,5,-4,-11,17,0.0,-2,-10
COc1ccc(-n2nc(C#N)c(Cl)cc2=O)cc1,-1.9,10,8,-5,53*,0.0,.,.
CN(C)CC#Cc1ccc([C@@H]2[C@@H](CO)N3CCCCN(CC4CCOCC4)C[C@H]23)cc1,-0.3,.,0,42,2,0.0,-18,1
CC1CN(C(=O)c2ccc(NS(=O)(=O)c3ccc(C(C)(C)C)cc3)cc2)CC(C)O1 (stereo not given),-0.2,-3,-5,-12,.,0.0,3,-14
C/C(=N\Nc1cccc([N+](=O)[O-])c1)c1cc(F)ccc1O,0.2,-4,0,-9,-213,0.0,.,.
C[C@@H](NC(=O)C[C@H]1C[C@@H]2c3cc(NC(=O)C4CCOCC4)ccc3O[C@@H]2[C@@H](CO)O1)c1ccccc1,1.2,.,1,-7,-4,0.0,-3,0
COc1ccc(NC2CCCN(C(=O)c3cccc(C(F)(F)F)c3)C2)cc1OC (stereo not given),.,1,1,-10,1,0.0,-2,-4
COC(=O)C1CC(=O)N(c2ccc(C)cc2)C1 (stereo not given),-0.1,9,-6,-11,1,0.2,.,-5
C[C@H](CO)N1C[C@H](C)[C@H](CN(C)C)Oc2ccc(NS(=O)(=O)c3ccccc3)cc2CC1=O,-14,.,95*,20,0,0.1,1,-4
Cc1ccc(NC(=O)Nc2ccc3c(c2)C(=O)N(C)[C@@H]2CC[C@@H](CC(=O)O)O[C@H]2CO3)cc1,0.0,-2,-6,11,-5,0.2,-14,4
C[C@H](CO)N1C[C@H](C)[C@@H](CN(C)CC2CCOCC2)Oc2ncc(C#Cc3ccc(F)cc3)cc2C1=O,0.1,-17,-15,4,13,-0.9,1,4
COc1cc(OC)cc(C(=O)NCc2cc(C)nc3ccccc23)c1,.,0,2,-49,-6,0.0,.,.
C[C@@H]1CN([C@@H](C)CO)C(=O)c2cccc(NC(=O)Nc3ccc(F)cc3)c2O[C@H]1CN(C)Cc1ccccc1,-0.1,.,2,-7,15,-0.1,-2,0
O=C(N[C@@H]1CC[C@@H](CC(=O)N2CCc3ccccc3C2)O[C@H]1CO)C1CCOCC1,0.0,1,6,-4,3,0.5,-12,1
Cc1noc(C)c1S(=O)(=O)Nc1ccc2c(c1)CC(=O)N([C@@H](C)CO)C[C@H](C)[C@H](CN(C)Cc1ccccc1)O2,-0.3,.,3,3,2,1.1,-8,4
O=C1CCN(C(=O)/C=C/c2ccccc2)c2ccccc21,.,-7,-4,-26,-17,0.0,.,.
CCOC(=O)N1CCC(c2cc(=O)n3[nH]c(-c4ccccc4)cc3n2)CC1,-0.4,-1,-7,-13,-2,-0.1,-6,12
O=C(COC(=O)c1ccc(Cl)nc1)NNC(=O)c1ccc(Br)cc1,.,-8,2,-19,-2,-0.2,-3,4
C[C@H](CO)N1C[C@H](C)[C@@H](CN(C)C(=O)NC2CCCC2)Oc2cc(-c3cccnc3)ccc2S1(=O)=O,-0.8,-3,6,-1,-1,-0.6,-7,3
CC(NC(=O)c1ccccc1Cl)c1ccc(-n2ccnc2)cc1 (stereo not given),0.1,.,3,-2,-2,0.0,-7,.
Cc1ccccc1OCC(=O)Nc1ccc2[nH]ncc2c1,.,-6,-1,-22,-43,-0.1,1,5
O=C(Cc1ccccc1)NCc1ccncc1,2.0,14,-1,-13,2,-0.3,.,.
CCOC(=O)C1CC(c2ccccc2)=NNC1=O (stereo not given),-0.8,1,-8,-5,3,0.0,.,.
Cc1noc(C)c1NC(=O)N(C)C[C@@H]1OCCCC[C@@H](C)Oc2ccc(NC(=O)C3CCCCC3)cc2C(=O)N([C@H](C)CO)C[C@@H]1C,-0.1,.,14,-1,3,0.4,-1,0
C#CCOCCOCCOCCNc1nc(N2CCN(C(=O)[C@H]([C@@H](C)CC)n3cc(CCCN=C(N)N)nn3)CC2)nc(N2CCN(C(=O)[C@H]([C@@H](C)CC)n3cc(CCC(=O)O)nn3)CC2)n1,-0.3,6,2,7,-7,-0.1,-9,5
COc1ccccc1CCCNC(=O)C1CCC(=O)N(CCN2CCOCC2)C1 (stereo not given),.,-10,-4,1,5,0.0,8,.
Cc1cccc(NC(=O)NCc2ccc3c(c2)cc(C)n3C)c1,56*,-2,26,-12,-12,0.0,-6,4
COc1cccc(OCCNC(=O)c2ccccc2Sc2ccccc2C#N)c1,.,-18,-1,-14,2,-0.1,.,.
COc1ccc2c3c([nH]c2c1)[C@H](CO)N(Cc1ccccc1)CC31CCN(S(C)(=O)=O)CC1,-0.7,.,-2,-100,-9,0.1,.,.
COc1ccc(-c2cnc3c(c2)C(=O)N([C@@H](C)CO)C[C@@H](C)[C@H](CN(C)C(=O)C2CCOCC2)O3)cc1,-0.1,.,2,11,-21,-0.1,3,0
CC(=O)C(Cc1cccc(F)c1)(Cc1cccc(F)c1)C(C)=O,2.3,3,0,-3,1,0.0,.,.
CC(/C=N/N1CCN(Cc2ccccc2)CC1)=C\c1ccccc1,.,6,-16,-1,-14,0.0,.,.
O=C(NCC[C@@H]1CC[C@@H](NC(=O)C2CCC2)[C@H](CO)O1)c1cnccn1,0.1,.,0,-17,-1,0.5,-8,-6
CCC(=O)N(C)C[C@@H]1Oc2cc(-c3ccccc3C)ccc2S(=O)(=O)N([C@@H](C)CO)C[C@@H]1C,-0.3,.,43,2,-4,0.0,0,2
Cc1noc(C)c1S(=O)(=O)N(CC(=O)NCc1ccc(F)cc1)c1ccc(C(C)C)cc1,.,8,-12,3,7,0.0,0,2
CCCn1c(N)c(N(CCOC)C(=O)c2ccc(-c3ccccc3)cc2)c(=O)[nH]c1=O,.,4,-3,-11,-5,0.0,-12,2

# Records above shown as hits in S100A4 inh HTS:
mol | S100A4 inh HTS | RAD52 anneal inh | esBAF inh
C[C@H](CO)N1C[C@H](C)[C@H](CN(C)C)Oc2ccc(NS(=O)(=O)c3ccccc3)cc2CC1=O | 95* | 20 | -4

# The list continues:
molecule,E-sel inducer,FN deposition inh,S100A4 inh HTS,RAD52 anneal inh,EWS-Fli inh,XiGFP reactiv,RAD54 inh,esBAF inh
C[C@H]1CN([C@@H](C)CO)C(=O)CCCn2nncc2CO[C@H]1CN(C)Cc1ccc2c(c1)OCCN2C,0.0,-10,-3,-1,-2,0.3,-2,2
COc1ccc(C(=O)Nc2ccc(S(=O)(=O)N3CCN(C)CC3)cc2)cc1[N+](=O)[O-],.,-3,17,9,12,0.0,1,-2
CN(C)CC#Cc1cccc(-c2nc(C(=O)O)cc3c2[C@H](CCO)N(S(=O)C(C)(C)C)C3)c1 (stereo not given in full),.,.,9,-77,-4,.,3,3
Cc1nn(-c2ccccc2)c(C)c1N,.,0,-2,-3,-5,0.9,4,-2
COc1ccccc1CNC(=O)C1CCCN(S(=O)(=O)c2cnc[nH]2)C1 (stereo not given),.,3,-3,-9,-3,0.0,0,-1
COC(=O)c1scc(S(C)(=O)=O)c1-n1cccc1,.,-1,-2,-13,16,0.0,-6,.
Cc1noc(/C=C/N(C)C)c1S(=O)(=O)N(C)Cc1ccc(F)cc1,.,11,10,-189,-2,0.0,11,11
CN(C)S(=O)(=O)c1cccc(NC(=O)COC(=O)CNC(=O)c2ccccc2F)c1,-0.3,3,21,-9,6,1.2,-1,0
CCCC#Cc1cnc2c(c1)C(=O)N([C@@H](C)CO)C[C@@H](C)[C@H](CN(C)Cc1cccnc1)O2,0.3,-12,11,3,5,0.0,-3,0
COc1cc(C2CC(=O)Oc3cc(C)cc(C)c32)cc(OC)c1OC (stereo not given),1.5,0,-5,-16,-14,0.0,0,-4
CCOC(=O)c1c(NC(=O)CSc2nc3ccccc3[nH]2)sc2c1CC(C)(C)NC2(C)C,-1.8,9,-8,16,1,-0.1,4,-46
CC1=CC(C)C(C(=O)O)C(C(=O)O)C1 (stereo not given),.,.,-1,-11,-2,.,-5,-3
CC1=Nc2ccccc2/C1=C/c1c(N)n2c(S(=O)(=O)CC(C)C)nsc2nc1=O,.,-11,12,-380,13,0.1,.,.
COCC(=O)Nc1ccc2c(c1)C(=O)N(C)C[C@H](OC)[C@H](C)CN(Cc1ccccc1OC)[C@@H](C)CO2,-0.1,10,1,-3,7,0.0,-7,0
Cn1c(NCc2ccc(Cl)cc2)nc2ccccc21,.,8,-2,-9,-97,0.0,5,71*
COc1cc2c(cc1OC)C(C)N(C(=O)c1nccnc1C(=O)O)CC2 (stereo not given),-0.1,9,-18,-9,1,-0.1,-14,.
COc1ccc(/C=C/c2c([N+](=O)[O-])c(=O)n(C)c(=O)n2C)c(OC)c1OC,.,11,-4,-5,13,0.0,.,.
CN(c1ccccc1)S(=O)(=O)c1cc(C(=O)OCC(=O)c2c(N)n(C)c(=O)n(C)c2=O)ccc1Cl,0.8,-1,-5,-19,-6,0.2,-1,-4
C=CCN1C(=O)N(c2ccccc2)C(=O)C1CC(=O)Nc1ccc(OC)cc1 (stereo not given),.,1,4,-13,1,0.0,-4,-5
COc1ccc(CN(C)C[C@@H]2Oc3c(NS(=O)(=O)c4c(C)noc4C)cccc3C(=O)N([C@@H](C)CO)C[C@@H]2C)cc1,-0.1,.,2,-4,-2,0.0,3,1
CC(C)CCN(C)C1CCN(S(=O)(=O)c2ccc(F)cc2)CC1,0.2,.,1,-6,0,-0.2,-19,2
COc1ccc(C(C)(NC(C)=O)c2nc(-c3cccnc3)cs2)cc1 (stereo not given),3.1,6,-15,-9,-8,0.1,1,2
Cc1ccccc1NC(=O)CN1C(=O)S/C(=C\c2ccc(-c3cc(C(=O)O)ccc3C)o2)C1=O,.,-8,11,-436,2,40*,.,.
COc1cccc(CNC(=O)C2CCCN(c3cnccn3)C2)c1 (stereo not given),4.4,-3,-2,-5,-8,0.1,-18,-4
Cn1nnnc1SCC(=O)Nc1cccc(S(=O)(=O)N2CCCC2)c1,2.5,-12,2,-8,1,0.0,.,-7

# Pulled by compound from above, 4 records:
molecule,E-sel inducer,FN deposition inh,S100A4 inh HTS,RAD52 anneal inh,EWS-Fli inh,XiGFP reactiv,RAD54 inh,esBAF inh
COCC(=O)Nc1ccc2c(c1)C(=O)N(C)C[C@H](OC)[C@H](C)CN(Cc1ccccc1OC)[C@@H](C)CO2,-0.1,10,1,-3,7,0.0,-7,0
COc1ccc(CN(C)C[C@@H]2Oc3c(NS(=O)(=O)c4c(C)noc4C)cccc3C(=O)N([C@@H](C)CO)C[C@@H]2C)cc1,-0.1,.,2,-4,-2,0.0,3,1
CN(c1ccccc1)S(=O)(=O)c1cc(C(=O)OCC(=O)c2c(N)n(C)c(=O)n(C)c2=O)ccc1Cl,0.8,-1,-5,-19,-6,0.2,-1,-4
C=CCN1C(=O)N(c2ccccc2)C(=O)C1CC(=O)Nc1ccc(OC)cc1 (stereo not given),.,1,4,-13,1,0.0,-4,-5

# Compounds as they come; overall some 3% were active at least once.
